TRPML3 ag = activates the human TRPML3 channel | hit rate 0.29% among 220,000 | HEK293 TRPML3-YFP, Fluo-8 calcium fluorescence; 100% = the carbachol control signal | Q8TDD5 | activation, % at 3 µM;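 active = activation above its plate's cutoff, the mean activation of the plate's test wells plus 3 SD, cut at about 12% in these data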;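 also: 0% = DMSO only wells and 100% = carbachol wells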
Target sequence (Q8TDD5 whole entry, looked up): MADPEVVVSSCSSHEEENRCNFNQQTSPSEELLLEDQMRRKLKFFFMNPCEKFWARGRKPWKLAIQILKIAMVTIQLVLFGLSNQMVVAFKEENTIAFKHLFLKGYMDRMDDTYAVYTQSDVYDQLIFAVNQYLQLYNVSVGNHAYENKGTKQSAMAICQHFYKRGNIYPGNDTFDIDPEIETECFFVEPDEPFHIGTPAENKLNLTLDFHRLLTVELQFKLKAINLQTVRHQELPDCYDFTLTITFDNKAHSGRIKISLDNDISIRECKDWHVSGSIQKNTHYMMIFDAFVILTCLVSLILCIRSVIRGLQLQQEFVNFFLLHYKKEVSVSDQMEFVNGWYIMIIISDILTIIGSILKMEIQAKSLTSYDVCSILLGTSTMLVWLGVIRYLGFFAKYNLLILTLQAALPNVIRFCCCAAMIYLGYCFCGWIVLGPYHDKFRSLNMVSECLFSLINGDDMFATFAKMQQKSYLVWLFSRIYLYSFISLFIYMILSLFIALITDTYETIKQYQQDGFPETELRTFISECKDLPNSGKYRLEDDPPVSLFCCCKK
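Test system – HEK293 line with stable expression of human TRPML3-YFP channel · Control set – carbachol 87 µM final as high control (100%), DMSO as low control (0%) · Signal – Fluo-8 calcium dye fluorescence, ex 470-495, em 515-575 nm · Incubation – 1-h 37 °C dye load, 5-s basal, 120-s post-compound reads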
p47phox inh = p47phox (human) inhibition; P14598; p47phox/p22phox peptide binding, fluorescence polarization, 2 h; inhibition, % at 24.7 µM; hit rate 0.53% among 220,000;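 active = inhibition above about 30%, limit read from the data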;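 also: 0% = p47phox with labelled peptide and 100% = labelled peptide alone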
Target sequence (P14598 whole entry, looked up): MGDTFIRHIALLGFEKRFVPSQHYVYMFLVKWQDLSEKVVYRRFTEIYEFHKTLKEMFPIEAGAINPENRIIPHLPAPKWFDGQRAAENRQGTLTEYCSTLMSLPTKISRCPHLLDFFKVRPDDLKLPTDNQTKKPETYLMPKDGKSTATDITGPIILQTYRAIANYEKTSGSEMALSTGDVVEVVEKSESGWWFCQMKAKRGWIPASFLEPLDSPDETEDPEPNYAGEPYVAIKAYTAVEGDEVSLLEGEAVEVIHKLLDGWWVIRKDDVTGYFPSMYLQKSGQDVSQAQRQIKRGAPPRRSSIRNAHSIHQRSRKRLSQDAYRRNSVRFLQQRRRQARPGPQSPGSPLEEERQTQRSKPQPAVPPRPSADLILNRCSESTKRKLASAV
CHOP inh = inhibitors of CHOP induction in ER stress response; hit rate 3.8% among 220,000; CHO-K1 CHOP-promoter luciferase, tunicamycin-induced, 15-18 h; inhibition, % at 10 µM;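 active = compounds that reduced the stress-induced luciferase reporter signal by more than about 70% of percent inhibition, limit read from the data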;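 also: 0% = tunicamycin plus vehicle and 100% = wells without tunicamycin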
PPC-1+TRAIL kill = PPC-1 cancer cell killing with TRAIL present. PPC-1 cells + TRAIL, ATPLite viability luminescence. cell killing (% activity), % at 4 µM. hit rate 0.41% among 220,000;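 active = cell killing above 50% in the first pass at 4 µM, then a duplicate retest at 5 µM averaging 50% or more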;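 also: plate controls were cells with TRAIL plus DMSO for no effect and medium-only wells lacking cells for full effect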
zfTRPN1 agonist = activates the zebrafish TRPN1 channel; HEK293 zebrafish TRPN1-YFP, Fluo-8 calcium fluorescence; 100% = response to 87 µM carbachol; activation, % at 3 µM; hit rate 0.18% among 220,000; AID 1424;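 active = activation above its plate's cutoff, the mean activation of test wells on that plate plus 3 SD, cut at about 19% in these data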;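 also: 0% = DMSO alone and 100% = 87 µM carbachol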
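Material – zebrafish TRPN1-YFP in HEK293 cells · Doses – 3 µM single point · Schedule – dye 1 h 37 °C plus 30 min RT · Signal – Fluo-8 calcium fluorescence, excitation 470-495 nm, emission 515-575 nm · Read-out – % activation versus carbachol response · Control set – carbachol high, DMSO low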
TNF necrop inh = blocks TNF-alpha induced death of Jurkat FADD-/- cells. Jurkat FADD-/- TNF necroptosis rescue, ATP luminescence, 24 h; 0 = TNF only, 100 = no-TNF cells. activation (protection from cell death), % at 10 µM. hit rate 0.068% among 220,000. AID 463075;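 active = activation, meaning protection from cell death, of at least 50% relative to plate controls; inactive = activation below 50%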;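 also: necroptosis triggered by 40 ng/mL TNF-alpha added together with compound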
EBV gp42 inh = EBV gp42 inhibition | Q1HVG2 | Fluorescence polarization binding assay, mP read-out | inhibition, % (tested at 21.74 µM) | hit rate 0.42% among 220,000 | AID 1085; in the data active = inhibition above about 50%
MDM2 E3 inh = inhibitors of human Mdm2 E3 ubiquitin ligase. Q00987. cell-based MDM2 ubiquitination luciferase reporter, 2 h; 0 = plate control, 100 = twice control, blank-subtracted. signal enhancement, % at 5 µM. hit rate 0.11% among 210,000;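 active = signal enhancement of 30% or more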;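 also: luminescence tracks abundance of the self-degrading MDM2-luciferase fusion protein; higher signal means inhibition of MDM2 E3 ligase activity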
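Test system: mammalian cells stably expressing self-ubiquitinating, self-degrading MDM2 E3–luciferase fusion; Amount: 2000 cells in each well; Medium: DMEM; Schedule: 4 h settle plus 2 h compound, 37 °C; Technique: SteadyLite luciferase luminescence after 15 min room-temperature reagent incubation; Benchmarks: plate control and blank wells.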
Runt-SMMHC FRET = inhibitors of human RUNX1 Runt domain binding to CBFb-SMMHC | inhibition, % at 20 µM | Cerulean-Runt/Venus-CBFb-SMMHC FRET ratio 530/480, 1 h | hit rate 0.74% among 220,000 | Q01196+Q13951;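 active = mean inhibition across duplicate retests at 20 µM reaching about 50%, limit read from the data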;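 also: 0% = DMSO wells and 100% = wells with excess untagged CBFb-SMMHC; inhibitors lower the FRET ratio by blocking Runt binding to CBFb-SMMHC; some results filed as inactive read as strong as hits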
Active calls of the source: *; . = no result given; [ ] = another dose, or the depositor's remark. Not a hit list; 5.9% or so of the library scored in one or more.

SMILES | TRPML3 ag | p47phox inh | CHOP inh | PPC-1+TRAIL kill | zfTRPN1 agonist | TNF necrop inh | EBV gp42 inh | MDM2 E3 inh | Runt-SMMHC FRET
CCS(=O)(=O)/N=C(\N)c1ccccc1 | 0.5 | -5 | -24 | 7 | 0.8 | 1.7 | -14 | -12 | 1
Cn1c(-c2sc3cc(C(F)(F)F)cnc3c2-c2cccnc2)n[nH]c1=S | 0.6 | 9 | -28 | 13 | -0.1 | -0.2 | -3 | -1 | 7
O=C(COC(=O)/C=C/c1cccs1)NC(c1ccccc1)c1ccccc1 | 0.1 | -6 | 22 | 9 | -0.7 | 1.2 | -16 | 9 | -3
COCCn1c(=S)[nH]c2cc(C(=O)NCCCN3CCOCC3)ccc2c1=O | 0.5 | -6 | -1 | 9 | 0.3 | 0.4 | 0 | -22 | -6
O=C(O)c1sc2cc(C(F)(F)F)cnc2c1-c1ccccc1 | 0.2 | -4 | -9 | 11 | -1.0 | -2.3 | -20 | -17 | 0
COc1ccc(OCC(=O)Nc2ccccc2Cl)cc1 | -0.2 | 1 | -1 | 15 | 0.0 | 2.7 | -12 | -14 | 2
COc1ccc(Cc2nc3ccc(S(=O)(=O)N4CCOCC4)cc3[nH]2)cc1 | 0.1 | 3 | -8 | 17 | 0.2 | -1.2 | -20 | -8 | 33
CS(=O)(=O)c1cccc(C(=O)NCc2ccccc2)c1 | 0.6 | -10 | 15 | -4 | 0.0 | 2.0 | 0 | -10 | -2
COc1ccc(C(=O)Nn2cc3c(c2-c2ccccc2)c(=O)n(C)c(=O)n3C)cc1 | 0.5 | -3 | -9 | 14 | -1.2 | -8.2 | -6 | -10 | -2
COc1ccc2c(c1)C(=NN)c1cc(OC)ccc1-2 | -0.7 | -13 | 0 | 41 | -1.2 | 2.1 | 0 | -5 | 3
CCOC(=O)c1c(N)sc(C(=O)Nc2ccc3c(c2)OCO3)c1C | -0.8 | -23 | 36 | 71*[5 µM] | -0.2 | -7.2 | -1 | -20 | 0
Clc1nnc(N/N=C/c2ccccc2)c2ccccc12 | -0.2 | -4 | 75* | 41 | -0.4 | -2.1 | -26 | -14 | 2
N#CCCN(C(=O)COC(=O)c1ccc2c(=O)n3c(nc2c1)CCC3)c1ccc(F)cc1 | 1.4 | -9 | 11 | 0 | 1.3 | -0.2 | -10 | -18 | 7
Cc1cc(NC(=O)CC2CCCC2)n(-c2nc3ccccc3[nH]2)n1 | -0.2 | -11 | 85* | 3 | 0.6 | -7.5 | -15 | -11 | -1
Nc1cccc(-c2cn3cccnc3n2)c1 | 0.4 | -12 | 5 | 18 | 0.8 | 0.3 | -6 | -2 | 0
CC(C)c1ccc(N=C2NN=C(c3cccs3)CS2)cc1 | 0.5 | -27 | 13 | 18 | 0.8 | 2.1 | -25 | -68 | -7
Cc1c(-c2ccccc2)nc2ccccc2c1C(=O)O | 1.0 | -3 | 6 | 3 | 1.5 | -1.3 | -7 | -12 | 0
O=C(NC12CC3CC(CC(C3)C1)C2)N(Cc1ccccc1)Cc1ccncc1 | 0.2 | 0 | 0 | 34 | -1.3 | 0.5 | 2 | . | -8
CC(=O)N1CCC2(CC1)C/C(=N\NC(=S)Nc1ccccc1C)c1cc(O)ccc1O2 | 0.4 | -4 | -2 | 12 | -0.1 | 4.4 | 0 | -9 | 9
Cc1ccc(S(=O)(=O)N(C)C2(C)CCS(=O)(=O)C2)cc1 (centres undefined) | 3.4 | -13 | 18 | 1 | 1.7 | 0.0 | -13 | -7 | 1
CCOC(=O)SC1=N/C(=C\c2ccc(N(C)C)cc2)C(=O)S1 | 2.7 | -82 | 48 | 3 | 3.4 | -3.0 | -17 | -1 | -46
NS(=O)(=O)c1ccc(S(=O)(=O)N(Cc2ccccc2F)CC2CCCO2)cc1 (centres undefined) | -0.6 | -11 | 4 | -10 | -1.6 | -2.5 | -26 | -27 | 1
Cc1cc(N)ccc1N1CCCC1 | 0.3 | 97* | 9 | 1 | 0.7 | -5.7 | -15 | -5 | -14
COc1ccc(CCN2C(=O)CC(NNc3ccc([N+](=O)[O-])cc3)C2=O)cc1OC (centres undefined) | 1.0 | 1 | -12 | 8 | 2.2 | -0.5 | -16 | 14 | 13
CC(C)Cc1oc(C(=O)O)cc1CN1CCOCC1 | 0.8 | 4 | -6 | 7 | 0.2 | 0.4 | -1 | -11 | -3
O=S(=O)(Nc1ccc(Cl)cn1)c1ccc(Cl)cc1 | -0.6 | -7 | 14 | -1 | -1.4 | 0.0 | -4 | -15 | 3
O=C(CN(Cc1ccccc1F)C(=O)Cn1nnc(-c2cccs2)n1)NCC1CCCO1 (centres undefined) | -0.2 | -8 | 0 | 20 | 1.5 | -1.3 | -6 | 11 | 2
Cc1nn(C(=O)c2cccs2)c(N)c1-c1ccccc1 | 0.7 | -10 | 95* | 5 | -0.8 | 0.3 | 8 | -8 | 0
c1ccc(-n2ncc3c(NCc4cccnc4)ncnc32)cc1 | 1.1 | -18 | -2 | 28 | 0.4 | -3.3 | -17 | -16 | 2
O=C(Nc1ccc(Cl)cc1)[C@@H]1[C@@H]2C(=O)N(c3ccc(Cl)cc3Cl)C(=O)[C@@H]2[C@H]2C=CC=NN21 | 0.0 | -63 | 3 | 3 | -1.2 | -0.5 | -9 | -6 | -4
COc1ccc(OCC(=O)Sc2ccc(C)cc2)cc1 | 0.7 | -11 | 83* | -23 | -0.4 | -2.6 | -3 | -15 | -2
OC(COc1ccc2ccccc2c1)Cn1ccnc1 (centres undefined) | 0.4 | 3 | 11 | -13 | 1.0 | 0.7 | -1 | -10 | 5
COc1ccc2nc(NC(=O)NC3CCCCC3)sc2c1 | 0.0 | -7 | 26 | 0 | -0.6 | 6.7 | -18 | -2 | -4
CCOC(=O)c1cc(C#N)c(Oc2ccccc2)nc1-c1ccccc1 | 0.5 | 1 | -23 | -22 | -0.6 | -4.0 | -9 | -3 | -4
COC(=O)c1ccc(-c2ccc(/C=N/NC(=O)Cc3nnc(N)s3)o2)cc1 | 0.8 | -7 | -8 | 7 | 2.3 | -0.1 | -3 | -7 | 0
O=C(COC(=O)c1ccc[nH]c1=O)NC1CCCCC1 | 0.6 | -4 | 7 | 38 | 0.9 | 2.5 | -5 | -9 | 4
COc1ccc(N(CC(=O)Nc2cccc([N+](=O)[O-])c2C)S(C)(=O)=O)cc1OC | 0.7 | -3 | -24 | -4 | -0.9 | 1.7 | 2 | -10 | 1
Cc1cc(C)cc(NC(=O)c2c(C)nc3ccccn23)c1 | -0.4 | 2 | 34 | -8 | -1.7 | 0.2 | -11 | -4 | 2
CC(C)c1ccc(NC(=O)c2cnn(-c3ccccc3)c2NC(=O)c2ccco2)cc1 | 0.2 | -20 | -6 | -2 | -0.9 | -0.5 | -21 | -17 | -1
COc1ccccc1N1CCN(C(c2cccs2)C(C)NC(=O)c2cccnc2)CC1 (centres undefined) | 0.0 | 0 | 2 | 12 | -0.4 | -1.1 | -2 | -12 | 4
CS(=O)(=O)N1N=C(c2ccccc2)CC1c1cccs1 (centres undefined) | 0.4 | -14 | 8 | 27 | 0.2 | 0.4 | -23 | -13 | 4
CN(C)c1ccc(/C=C/C(=O)c2ccc(C(C)(C)C)cc2)cc1[N+](=O)[O-] | 0.7 | -12 | 0 | 15 | 1.0 | -2.1 | 1 | 4 | -4
COc1ccc(CCNC(=O)Cc2ccc([N+](=O)[O-])cc2)cc1OC | 0.4 | -12 | 0 | 12 | 1.7 | 5.0 | -17 | -7 | -3
CC(=O)CSc1nnc(C(F)(F)F)n1C | 1.2 | -15 | -25 | 13 | 1.0 | 5.5 | -20 | 7 | -3
Cc1sc(=NC(=O)c2ccco2)n(C)c1-c1ccc(Cl)cc1 | -0.6 | -11 | 23 | 25 | -0.2 | -3.0 | -17 | 13 | 4

Record cards, as listed above:
`OC(COc1ccc2ccccc2c1)Cn1ccnc1` (centres undefined) across the screens: TRPML3 ag: 0.4; p47phox inh: 3; CHOP inh: 11; PPC-1+TRAIL kill: -13; zfTRPN1 agonist: 1.0; TNF necrop inh: 0.7; EBV gp42 inh: -1; MDM2 E3 inh: -10; Runt-SMMHC FRET: 5
`COc1ccc(N(CC(=O)Nc2cccc([N+](=O)[O-])c2C)S(C)(=O)=O)cc1OC` across the screens: TRPML3 ag: 0.7; p47phox inh: -3; CHOP inh: -24; PPC-1+TRAIL kill: -4; zfTRPN1 agonist: -0.9; TNF necrop inh: 1.7; EBV gp42 inh: 2; MDM2 E3 inh: -10; Runt-SMMHC FRET: 1

Additional structures follow:
SMILES | TRPML3 ag | p47phox inh | CHOP inh | PPC-1+TRAIL kill | zfTRPN1 agonist | TNF necrop inh | EBV gp42 inh | MDM2 E3 inh | Runt-SMMHC FRET
CSc1nnc([C@@H]2CCCN2C(=O)OC(C)(C)C)o1 | 0.9 | -4 | -1 | 6 | 2.5 | 5.9 | -23 | 15 | -3
C/C(CC(=O)Nc1cccc2c1CCCC2)=N\NC(=O)c1cccc2ccccc12 | 0.0 | -3 | 13 | -3 | -1.8 | 0.9 | -30 | -11 | -2
CCc1cc2c(=O)c(-c3cnn(-c4ccccc4)c3)c(C)oc2c(CN2CCCCC2)c1O | 0.2 | 2 | 40 | -2 | -0.6 | -2.6 | -14 | -7 | 1
N#Cc1ccc(CSc2nnc(-c3ccncc3)n2CCc2ccccc2)cc1 | 0.2 | 11 | 8 | 9 | 1.3 | -6.1 | -3 | -13 | 2
COc1ccc(N2CCN(CC(=O)NCc3ccccc3)CC2)cc1 | 0.6 | -5 | -10 | 12 | 0.6 | 0.0 | -5 | -5 | 0
CCOc1ccc(-c2nc(CSCC(=O)NC3CCCc4ccccc43)c(C)o2)cc1 (centres undefined) | 0.3 | -16 | 87* | 26 | 0.4 | -0.5 | -18 | -9 | -1
CCCC(C(=O)NC1CCCC1)N(C(=O)Cn1nnc(-c2ccc(C)o2)n1)C1CCCC1 (centres undefined) | 0.2 | -5 | 12 | 4 | -0.2 | -3.4 | -7 | -15 | -2
CCNC(=S)NNC(=O)c1cc(C2CC2)nc2ccccc12 | -0.4 | -19 | 17 | 37 | -0.8 | -2.5 | -20 | -15 | 2
N#Cc1ccc(OCC(=O)Nc2cc(S(=O)(=O)N3CCCCC3)ccc2N2CCCCC2)cc1 | 0.1 | -11 | -4 | 4 | -0.2 | 1.8 | -9 | -19 | 1
C=CCn1c(SCC(=O)NC2CCCCC2)nnc1-c1sc(N)nc1C | 0.8 | -10 | 8 | 12 | 1.0 | -0.1 | -19 | -8 | -9
O=C(O)c1cccc(NC(=O)c2cccc(S(=O)(=O)N3CCCCC3)c2)c1 | 0.2 | -10 | 36 | -1 | 1.9 | 0.5 | -2 | -36 | -3
O=C(Nc1ccc2ccccc2c1)/C(=C\c1ccc2c(c1)OCO2)NC(=O)c1ccco1 | 0.4 | -7 | 0 | 8 | 0.0 | -1.6 | -19 | -6 | -22
COc1ccc2[nH]cc(C(=O)CN(C)CCc3ccc(OC)c(OC)c3)c2c1 | 0.3 | -13 | 28 | 18 | 1.7 | 2.3 | -10 | 4 | 2
